Screening results: PubChem, National Center for Advancing Translational Sciences (NCATS)
15-hLO-2 inh – blocks human 15-lipoxygenase 2 activity | O15296 | Potency, µM (series often up to 57.1 µM), for inactives: at the highest dose activity change, negative = inhibition, hits mostly inhibitors | AID 881 | purified 15hLO-2, xylenol orange hydroperoxide absorbance | 110,000 tested, 0.56% active; further: potency means the concentration at half of the fitted maximal effect; nearly all actives have a fitted effect of over 60% in size; many of its hits are not listed in these tables
Target sequence (O15296 whole entry, looked up): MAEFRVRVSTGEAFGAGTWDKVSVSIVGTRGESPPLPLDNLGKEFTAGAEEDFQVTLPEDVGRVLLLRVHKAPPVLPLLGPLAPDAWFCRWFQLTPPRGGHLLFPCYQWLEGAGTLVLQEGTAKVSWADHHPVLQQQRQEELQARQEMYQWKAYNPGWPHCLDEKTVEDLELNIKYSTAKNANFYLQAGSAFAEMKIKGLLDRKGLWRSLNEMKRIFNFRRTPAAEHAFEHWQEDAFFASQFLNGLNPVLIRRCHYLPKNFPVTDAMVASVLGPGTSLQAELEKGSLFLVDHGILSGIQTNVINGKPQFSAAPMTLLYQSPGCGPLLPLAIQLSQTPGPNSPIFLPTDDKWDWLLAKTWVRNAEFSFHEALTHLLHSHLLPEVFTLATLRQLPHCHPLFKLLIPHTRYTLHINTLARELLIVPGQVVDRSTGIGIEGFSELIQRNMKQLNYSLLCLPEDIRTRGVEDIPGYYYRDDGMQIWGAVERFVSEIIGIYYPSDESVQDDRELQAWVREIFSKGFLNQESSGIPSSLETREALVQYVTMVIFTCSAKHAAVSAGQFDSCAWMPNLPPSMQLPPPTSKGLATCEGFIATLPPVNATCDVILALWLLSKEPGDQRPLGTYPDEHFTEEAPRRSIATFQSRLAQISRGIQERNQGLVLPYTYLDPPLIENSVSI
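Screening format was qHTS against 50 nM purified 15hLO-2 in Hepes pH 7.5 with detergent. Activity follows hydroperoxide formation from 45 uM arachidonic acid, measured as 573:405 nm absorbance ratio of the ferric-xylenol orange complex.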
ALOX12 inhib – 12-hLO (ALOX12) enzyme inhibition. P18054. purified 12-hLO, xylenol orange hydroperoxide absorbance. Potency, µM (series often up to 57.1 µM), without a hit: at the highest dose activity change, negative = inhibition, usual class: inhibitors. 150,000 tested, 0.12% active. AID 1452; further: potency means the concentration at half of the fitted maximal effect; nearly all actives have a fitted effect of over 55% in size; many of its hits are not listed in these tables
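150 nM 12hLO, 25 mM Hepes pH 7.0 + 0.01% Triton X-100; cpd preinc 15 min RT; 40 uM arachidonic acid, 30 min RT; Fe-XO 30 min; A573/A405 ratio as read-out.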
IMPase cell inh – membrane-permeable compound that blocks inositol monophosphatase; 120,000 tested, under 10 active; P97697; inhibition (IP1 accumulation), % at 46.1 µM; CHO-M1 cells, IP1 accumulation, HTRF TR-FRET ratio; AID 901; active means well fitted curve in the direction sought with a large enough effect in the signal ratio, not every such curve was filed as active; inconclusive means small, poorly fitted or top-dose-only effect, or a change in a side signal; inactive means no such curve, though single readings can be large or run the other way; the % refers to the signal ratio;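 further: cells stimulated with carbachol in lithium chloride buffer; plate controls were DMSO basal wells for no effect and reference inhibitor wells for full effect; higher means more IMPase inhibition seen as more IP1 and lower FRET ratio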
Target sequence (P97697 whole entry, looked up): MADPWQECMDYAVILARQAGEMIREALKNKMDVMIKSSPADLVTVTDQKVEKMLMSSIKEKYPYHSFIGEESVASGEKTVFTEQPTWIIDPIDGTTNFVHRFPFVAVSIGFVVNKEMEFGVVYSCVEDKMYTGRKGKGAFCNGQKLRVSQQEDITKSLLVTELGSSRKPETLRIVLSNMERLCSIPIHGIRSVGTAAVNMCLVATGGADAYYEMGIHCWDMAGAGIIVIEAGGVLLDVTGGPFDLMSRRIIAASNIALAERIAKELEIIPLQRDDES
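CHO-M1 cells (CHO stably expressing M1 receptor), compound up to 46 uM final, stimulated with carbachol (50 uM as added) in buffer with 50mM LiCl, pH 7.4, 30 min at 37C. Cytosolic IP1 read by TR-FRET; AC50 from Hill fits.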
PNC assembly inh – blocks assembly of the perinucleolar compartment | PC3M PTB-GFP, PNC prevalence imaging, 16 h; stronger effect = lower value | activity change (PNC), negative = inhibition, % at 10 µM | 140,000 tested, 3.1% active;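 active means readout at or below -70, meaning at least 70% loss of cells showing the perinucleolar compartment, a nuclear body marking cancer cells; inconclusive means readout between -30 and a set limit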;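 further: plate controls were DMSO wells for no effect and camptothecin positive control wells for full effect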
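Read-out is percentage of cells bearing a perinucleolar compartment, from automated 20x imaging of fixed, Hoechst-stained PC3M PTB-GFP cells. Cells were seeded 4 h, then exposed 16 h to compound (23 nl of library stock) in duplicate plates.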
* marks the source's active call; other numbers are inactive results; u = inconclusive; x = not tested or not shown; & = joins results of further samples; [ ] = remark or other dose. Unless noted, the call rests on the fitted dose curve; in most records, active means well fitted curve in the direction sought with a large enough effect; inconclusive means small, poorly fitted or top-dose-only effect, or another doubt; inactive means no such curve, though single readings can be large; an effect the other way counts as inactive or inconclusive. Unless noted, on the % scale 0 is the no-effect control and ±100 the full control effect. This is a subset; rates above refer to the full screens.

SMILES | 15-hLO-2 inh | ALOX12 inhib | IMPase cell inh | PNC assembly inh
O=C(CCc1nc(-c2ccccc2F)no1)NC1CCCCC1 | -3% | 2% | 5 | 25
C[C@@](O)(/C=C/[C@H]1CC=CC(=O)O1)[C@@H](C[C@@H](O)\C=C/C=C\C=C\CO)OP(=O)(O)O | 5%[0.0915 µM] | -1%[0.00818 µM] | x | x
CC(C)n1cc(/C=C2/SC(=O)N(CC(=O)Nc3ccc4c(c3)OCO4)C2=O)c2ccccc21 | u | -6% | -2 | 33
C/C(=N\Nc1cc(-c2ccccc2)nc(-c2ccccc2)n1)c1ccc(O)c(C)c1 | x | -3% | -8 | -7
COc1ccc(CNC(=O)CN(C(=O)CCC(=O)Nc2ccccn2)c2ccccc2OC)cc1 | 4% | -7% | 4 | 5
CC(=O)Nc1nc(C)c(-c2csc(Nc3cccc([N+](=O)[O-])c3)n2)s1 | -22% | -7% | 7 | 9
CCOc1ccc(Cn2nnc(C(=O)Nc3cc(OC)cc(OC)c3)c2N)cc1 | 0% | 0% | 5 | -27
CCOn1c(SC(C)C)nc2ccccc2c1=O | 1% | 3% | 3 | -13
Cn1nc(-c2ccc(N3CCOCC3)c(NS(=O)(=O)c3ccc(Cl)cc3)c2)c2ccccc2c1=O | -18% | -10% | -3 | -11
O=C(c1csnn1)N1CCC2(CC1)CN(c1ncccn1)C2 | 6% | 2% | x | x
CCN(CC)c1ccc(NC(=O)CSc2nnc(N)s2)cc1C | 5% | -7% | 18 | 37
COC(C(=O)Nc1ccc(Cl)cc1C)c1ccccc1 (stereo not drawn) | x | -1% | x | 24
O=C(Nc1c2c(nn1-c1ccc(F)cc1)CS(=O)C2)C12CC3CC(CC(C3)C1)C2 (stereo not drawn) | -2% | 1% | u | u
Cc1ccc(C(=O)Nc2ccccc2C(=O)NC2CCCCC2)cc1S(=O)(=O)N1CCOCC1 | 5% | -1% | -10 | 0
CCCN1C(=O)SC(CC(=O)Nc2ccc(C)cc2)C1=O (stereo not drawn) | x | -6% | 10 | -100*

Reprinted at random: 3 entries already listed
SMILES | 15-hLO-2 inh | ALOX12 inhib | IMPase cell inh | PNC assembly inh
O=C(Nc1c2c(nn1-c1ccc(F)cc1)CS(=O)C2)C12CC3CC(CC(C3)C1)C2 (stereo not drawn) | -2% | 1% | u | u
CCOn1c(SC(C)C)nc2ccccc2c1=O | 1% | 3% | 3 | -13
Cc1ccc(C(=O)Nc2ccccc2C(=O)NC2CCCCC2)cc1S(=O)(=O)N1CCOCC1 | 5% | -1% | -10 | 0

Following part.
SMILES | 15-hLO-2 inh | ALOX12 inhib | IMPase cell inh | PNC assembly inh
Cn1cccc1CC(=O)NNC(=S)Nc1ccccc1Cl | x | -6% | x | 65
O=C(c1cccc(C(=O)N2CCN(Cc3ccccc3)CC2)c1)N1CCN(Cc2ccccc2)CC1 | 5% | -4% | -1 | u
c1ccc(-c2oc3ncnc(NCCCN4CCOCC4)c3c2-c2ccccc2)cc1 | 36%[activator] | 0% | 15 | -4
COc1cc(/C=C/CO)cc(OC)c1O[C@@H]1O[C@H](CO)[C@@H](O)[C@H](O)[C@H]1O | x | -9% | x | 54
CCN(CC)CCC[C@H](C)Nc1ccnc2cc(Cl)ccc12 | 1%[25.6 µM] | 1%[25.6 µM] | 1[20.6 µM] | x
CCC(=O)NC(Nc1ccccn1)(C(=O)OC)C(F)(F)F (stereo not drawn) | x | -1% | x | u
Cc1[nH]c2ccccc2c1C(=O)CSC(=S)N1CCCCC1 | x | -4% | x | 2
Cc1ccccc1NC(=O)CN(c1ccc(F)cc1)S(C)(=O)=O | -1% | 0% | 8 | -7
CN1CC[n+]2c(CN3C(=O)c4ccccc4C3=O)csc21 | 0% | -3% | 2 | -1
C=C(C)C1Cc2c(C)nn(-c3nc(C)cc(C)n3)c2C1 (stereo not drawn) | 29% | -5% | -16 | 6
C/C(=N\NC(=O)C(C)Sc1ccccc1)C(C)(C)C (stereo not drawn) | -9% | 13% | 4 | 20
O=C(CN1/C(=C(/O)c2ccccc2)C(=O)c2ccccc2S1(=O)=O)c1ccccc1 | -8% | -15% | 6 | u
COC(=O)C1CSc2[nH]c(=O)sc2C1c1ccc(O)c(OC)c1 (stereo not drawn) | -9% | -24% | 6 | u
CC(N)=NCc1cccc(CN)c1 | 24%&14% | -3%&1% | 2&5 | x
CC(=O)Nc1ccc(S(=O)(=O)NCc2csc(-c3cccnc3)n2)cc1 | 6%[2.29 µM] | -2% | -6 | 1

By substructure: the entries above containing a Cl atom (4)
SMILES | 15-hLO-2 inh | ALOX12 inhib | IMPase cell inh | PNC assembly inh
Cn1nc(-c2ccc(N3CCOCC3)c(NS(=O)(=O)c3ccc(Cl)cc3)c2)c2ccccc2c1=O | -18% | -10% | -3 | -11
COC(C(=O)Nc1ccc(Cl)cc1C)c1ccccc1 (stereo not drawn) | x | -1% | x | 24
Cn1cccc1CC(=O)NNC(=S)Nc1ccccc1Cl | x | -6% | x | 65
CCN(CC)CCC[C@H](C)Nc1ccnc2cc(Cl)ccc12 | 1%[25.6 µM] | 1%[25.6 µM] | 1[20.6 µM] | x

More structures:
SMILES | 15-hLO-2 inh | ALOX12 inhib | IMPase cell inh | PNC assembly inh
Cn1c(=O)n(C)c2cc([N+](=O)[O-])c(N3CCN(S(C)(=O)=O)CC3)cc21 | x | -3% | x | u
CCOc1ccc2c(c1)C(c1ccccc1)=NNC(c1ccccc1)=N2 | x | -1% | 0 | 102
O=C(c1ccco1)N1CCC2(CC1)CN(C(c1ccccc1)c1ccccc1)C2 | 5% | -4% | x | x
Cc1ccc(C)c(N)c1 | -3% | -5% | x | x
CC(Sc1nncn1C)C(=O)Nc1nnc(-c2ccccc2)s1 (stereo not drawn) | -1% | 2% | -7 | -6
CC(=O)NC(C)(C)C1CC=C(C)/C(=N\O)C1 (stereo not drawn) | 0% | -1% | -5 | -11
C[C@@](N)(/C=C\c1ccccc1)C(=O)O | -1%[11.4 µM] | -5%[11.4 µM] | x | x
CCOC(=O)N1CCC(N(CCN(C)C)C(=S)Nc2cccc(C)c2)CC1 | x | -4% | 7 | u
Cc1cc(C)c(O)c(-c2cc(C(=O)Nc3ccc(S(=O)(=O)N4CCOCC4)cc3)[nH]n2)c1 | -18% | -18% | 15 | -3
COC(=O)c1c(NC(=O)CN2CCC(C(N)=O)CC2)c2c(C)cccc2n1C | 9% | 5% | 13 | -5
COc1ccc(NC(=O)OCCN2CCN(Cc3ccccc3)CCC2=O)cc1 | -3%[0.0915 µM] | 4%[0.00818 µM] | x | 41
O=C(CC1Nc2ccccc2NC1=O)NCC1COc2ccccc2O1 (stereo not drawn) | -8% | -18% | 0 | -27
Clc1ccc(OCCSc2ncccn2)cc1 | 4% | -3% | -8 | u
CCOc1ccc(N2C(=O)CC(N(C)Cc3ccccc3)C2=O)cc1 (stereo not drawn) | x | 2% | x | 0
CC(C)c1cc(C(=O)NC2CCCCC2)no1 | x | -5% | 4 | -28
CCCc1nn(C)c(C(=O)Nc2ccc(Cl)cc2)c1Cl | x | -1% | x | 9
CCN1CCN(Cc2nc3c(c(=O)n(C)c(=O)n3C)n2CCCc2ccccc2)CC1 | -6% | -1% | -15 | -15
COc1ccc(CNC(=O)c2ccc(-c3ccccc3)cc2)cc1OC | x | 2% | x | 38
COc1ccc(-c2cc(C(F)(F)F)n3nc(C(=O)O)nc3n2)cc1 | 3% | -3% | -8 | -1
CC(C)(C)c1cc(C(=S)N2CCN(CCO)CC2)cc(C(C)(C)C)c1O | 16% | u | 8 | u
COc1ccc2c(C(=O)CN3CCC(C)CC3)c[nH]c2c1 | 9% | -4% | -2 | -6
CC1(C)Cc2c(C#N)c(N)sc(=S)c2CS1 | u | u | -2 | 11
CC12CC(c3ccccc3O1)N(C(=O)c1ccco1)C(=S)N2c1ccc(F)cc1 (stereo not drawn) | -18% | -20% | 12 | 16
CCOc1ccc(NC(=NCc2ccc3c(c2)OCO3)SC2CC(=O)N(c3ccccc3)C2=O)cc1 (stereo not drawn) | x | -3% | -9 | -100*
Cc1cc(Cl)cc(Cl)c1OCCCCN(C)C | x | -3% | x | u
Cc1ccc(-c2cc(C(=O)N/N=C/C=C/c3ccco3)c3ccccc3n2)cc1C | -28% | -13% | -5 | 25
Nc1ncnc2nc(SCC(=O)N3CCN(c4ccccc4)CC3)[nH]c12 | 10% | -3% | -4 | 3
CCCCOc1ccc(-c2cn3ccccc3n2)cc1[N+](=O)[O-] | x | 2% | x | u
COc1ccc(-c2nn(-c3ccccc3)cc2/C=C/C(=O)OCC(=O)Nc2ccc(C#N)cc2)cc1 | x | 1% | x | -28
COc1ccc(C)cc1NC(=O)Nc1ccccc1 | 5% | 6% | -4 | 26
COc1ccc(Cc2nnc(SCc3nc4ccccc4c(=O)[nH]3)n2C)cc1 | 1% | 3% | -10 | 1
CCOc1ccc(/C=N/NC(=O)Cc2csc(Nc3cccc(C(F)(F)F)c3)n2)cc1 | 22% | -10% | 8 | u
Cc1ccc(S(=O)(=O)N2CCN(CC(=O)N(CC(C)C)c3c(N)n(CC(C)C)c(=O)[nH]c3=O)CC2)c(C)c1 | x | -6% | -3 | -98*
C=CC[n+]1c(-c2ccc(OC)c(OC)c2)csc1NNC(=O)Nc1ccccc1 | -25% | -11% | 15 | u
Cc1cccc(Nc2nnc(SCC(=O)Nc3ccccc3[N+](=O)[O-])s2)c1 | x | -6% | -14 | -5
NS(=O)(=O)c1ccc(NC(=S)Nc2nn(Cc3ccc(Cl)cc3Cl)cc2Cl)cc1 | x | -8% | x | 35
Cc1ccc(N2C(=O)C(Cc3ccc(O)cc3)NC2=S)cc1C (stereo not drawn) | x | 0% | x | -25
CC(C)(C)NC(=O)[C@@H]1CC[C@@H]2[C@@H]3CC[C@@H]4NC(=O)C=C[C@@]4(C)[C@H]3CC[C@]21C | 2%[25.6 µM] | -1%[25.6 µM] | -6[20.6 µM] | x
CCN1C(=O)c2cccc3c(NC(=O)c4ccc(OC)c(OC)c4)ccc1c23 | -3% | -2% | u | u
O=C(Nc1ccc(O)c2c(=O)cc(-c3ccccc3Cl)oc12)c1ccccc1Cl | -7%[0.0915 µM] | 3%[0.00818 µM] | x | 57
CCOC(=O)C1CCN(C(=O)Cc2cccc3ccccc23)CC1 | x | -2% | 8 | 6
Cc1cccc(OCc2nc3c4c(ncn3n2)-c2ccccc2CC42CCCC2)c1 | x | 0% | -7 | -1
COc1ccc(CN2CCN(C)CC2)cc1OCc1ccccc1 | 11% | -5% | -1 | u
Cc1nc2[nH]c(=O)c3c(n2n1)NC1=C(C(=O)CC(C)(C)C1)C3c1ccc(F)cc1 (stereo not drawn) | -6% | 0% | -2 | 70
C=CCn1c(NCCc2ccccc2)nc2c1c(=O)n(C)c(=O)n2C | 2%[2.29 µM] | 1% | 4 | u
O=C(Cc1cccs1)Nn1c(Cc2cccs2)nc2ccccc2c1=O | -16% | -6% | -7 | 16
c1ccc(CC2CCN(Cc3nc(-c4ccccc4)no3)CC2)cc1 | 26% | -11% | 11 | u
NCC(=O)CCC(=O)O | 11% | -1% | x | x
ClC(Cl)c1nnc(-c2ccccc2)c(-c2c[nH]c3ccccc23)n1 | x | -5% | x | -17
CN(C)CCNC(=O)c1coc(=O)c(Br)c1 | -3% | -7% | -2 | 6
Cc1cccc(C2=NN(c3ccccc3)[C@@H](C(=O)N3CCOC3=O)[C@@H]2c2ccc(F)cc2)c1 | -28%[0.0915 µM] | -4%[0.00818 µM] | x | x
Cc1ccc(Cl)cc1N1CCN(C(=O)CSc2nnc3n2C(C)(C)Cc2ccccc2-3)CC1 | x | -3% | 14 | -21
